Assay outcomes as filed in PubChem.
APP 5'UTR act: activates APP 5'UTR luciferase reporter; activation, % at 2 µM; AID 1276; hit rate 1% among 190,000; SH-SY5Y APP 5'UTR luciferase reporter, luminescence; zero percent = DMSO vehicle wells;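 active = activation above a set limit, based on mean plus 3 SD of controls, cut at about 140% in these data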; also: values of inactives mirror those of a sister screen read the other way
FLuc act counter: firefly luciferase counter-screen for stimulation assays. P08659. ATPlite luciferase biochemical, luminescence, 10 min; 0 = ATP-free wells, 1 = DMSO control. activation factor at 10 µM. 200,000 tested, under 10 active;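 active = luciferase activation factor, scaled between plate controls, of at least 2 with compound at 10 µM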
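System: Luciferase/luciferin detection reagent, cell-free biochemical luciferase assay | Medium: PBS buffer for ATP | Dosing: Test compounds dosed from 2 mM stocks in 100% DMSO | Timing: 10 min at ambient temperature | Signal: Luminescence measurement of luciferase light output | Evaluation: Luciferase activation, seen as luminescence increase over controls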
NF-kB neuron act: compounds increasing NF-kB expression in human neuronal cells; fold change at 12.5 µM; hit rate 1.6% among 190,000; NF-kB reporter expression; hits give high values; in the data active = fold change above about 3.3
FLuc inh counter: inhibits firefly luciferase, flagging false hits in luciferase inhibition screens | P08659 | ATPLite firefly luciferase biochemical luminescence, 10 min | inhibition, % at 10 µM | hit rate 1.5% among 200,000 | AID 1006;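 active = inhibition above about 50% when tested at 10 µM, limit read from the data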
bIAP act: increases bovine intestinal alkaline phosphatase activity | hit rate 0.17% among 200,000 | purified bovine IAP, CDP-star luminescence, 30 min; hits give high values; fold of DMSO-control signal, blank-subtracted | AID 1016 | activation factor at 20 µM;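 active = activation factor of 2 or more at 20 µM, a signal rise over negative controls twice the positive control's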
TNAP inh no acc: blocks human TNAP activity with no phosphate acceptor present; hit rate 0.26% among 200,000; inhibition, % at 20 µM; purified TNAP, CDP-star luminescence, 30 min; P05186; AID 1012;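 active = tissue-nonspecific alkaline phosphatase inhibition above about 50% at 20 µM in the single-dose screen, limit read from the data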;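 also: 0% = DMSO negative control and 100% = EDTA positive control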
Target sequence (P05186 whole entry, looked up): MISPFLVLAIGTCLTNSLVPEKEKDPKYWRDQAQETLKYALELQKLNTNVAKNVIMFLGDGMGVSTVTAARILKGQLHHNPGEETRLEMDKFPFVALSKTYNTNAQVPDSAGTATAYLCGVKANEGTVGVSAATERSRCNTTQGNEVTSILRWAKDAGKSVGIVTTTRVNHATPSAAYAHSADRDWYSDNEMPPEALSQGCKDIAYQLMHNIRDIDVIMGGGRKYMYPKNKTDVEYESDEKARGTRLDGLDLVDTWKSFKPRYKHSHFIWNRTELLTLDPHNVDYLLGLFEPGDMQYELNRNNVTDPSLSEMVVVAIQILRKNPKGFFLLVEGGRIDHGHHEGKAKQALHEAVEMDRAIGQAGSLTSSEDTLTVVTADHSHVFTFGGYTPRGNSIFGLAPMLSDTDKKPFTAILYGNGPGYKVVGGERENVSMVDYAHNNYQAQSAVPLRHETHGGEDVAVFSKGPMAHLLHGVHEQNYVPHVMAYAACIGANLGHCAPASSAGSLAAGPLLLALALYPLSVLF
PMI act hi M6P: PMI (human) activation, high substrate | activation factor at 20 µM | hit rate 0.34% among 190,000 | coupled PMI enzyme assay, resazurin fluorescence, 20 min; hits give high values; 1 = untreated enzyme, 0 = substrate-free blank | P34949;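 active = activation factor of 2 or more at 20 µM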
Target sequence (P34949 whole entry, looked up): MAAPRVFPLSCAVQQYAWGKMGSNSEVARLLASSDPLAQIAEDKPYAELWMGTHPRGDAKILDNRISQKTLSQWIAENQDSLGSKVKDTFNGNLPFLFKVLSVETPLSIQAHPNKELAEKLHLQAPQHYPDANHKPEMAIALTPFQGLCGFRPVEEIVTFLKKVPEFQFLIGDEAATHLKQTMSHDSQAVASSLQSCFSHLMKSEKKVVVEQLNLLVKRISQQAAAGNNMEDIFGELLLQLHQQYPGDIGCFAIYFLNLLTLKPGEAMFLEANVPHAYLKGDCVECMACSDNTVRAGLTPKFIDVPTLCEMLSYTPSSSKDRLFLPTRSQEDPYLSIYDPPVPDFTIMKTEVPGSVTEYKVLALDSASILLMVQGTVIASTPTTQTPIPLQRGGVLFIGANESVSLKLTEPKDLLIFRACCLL
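Test system: human phosphomannose isomerase with PGI, G6PDH, diaphorase coupling enzymes / Doses: 20 µM compound, 1% DMSO / Times: enzyme reaction with compound 20 min at room temperature / Measured by: Diaphorase-driven resazurin-to-resorufin fluorescence, excitation 544, emission 590 nm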
TNAP inh hi DEA: TNAP (human) inhibition, high acceptor; inhibition, % at 20 µM; purified TNAP, CDP-star luminescence, 1 M DEA; AID 1135; hit rate 0.03% among 200,000;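 active = over 50% inhibition of tissue-nonspecific alkaline phosphatase at 20 µM in the single-dose screen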;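 also: plate controls were DMSO wells for no effect and EDTA-quenched wells as full inhibition for full effect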
PMI act: phosphomannose isomerase (human) activation; purified human PMI, coupled resazurin fluorescence, 20 min; hits give high values; 1 = vehicle control, 0 substrate-free wells; hit rate 0.005% among 190,000; activation factor at 20 µM;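 active = activation factor of 2 or more at 20 µM, relative to plate controls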
TNAP act hi DEA: increases human TNAP activity under high phosphate acceptor concentration; purified TNAP, CDP-star luminescence, 1 M DEA, 30 min; hits give high values; 0 = EDTA background, 1 = DMSO-only activity; 200,000 tested, under 10 active; P05186; activation factor at 20 µM;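 active = activation factor at least 2 at 20 µM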
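Dosing: 20 µM single point. System: human TNAP. Amount: TNAP 1/800 final. Incubation: 30 min, room temperature. Read-out: TNAP activation factor scaled between EDTA and DMSO control wells. Signal: luminescence from CDP-star hydrolysis. Medium: 1 M DEA, pH 9.8, Mg2+, Zn2+. Control set: EDTA negative control, DMSO positive control.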
The depositor's hits bear a star; nt = not tested or not shown.

SMILES	APP 5'UTR act	FLuc act counter	NF-kB neuron act	FLuc inh counter	bIAP act	TNAP inh no acc	PMI act hi M6P	TNAP inh hi DEA	PMI act	TNAP act hi DEA
COc1cc(CNc2ccccc2Oc2cc(=O)n(C)c(=O)n2C)cc(OC)c1OC	1	1.1	1.4	-9	1.1	-2	1	-4	1.1	1
CCOC(=O)c1nnn(CC(=O)Nc2cccc(OC)c2)c1C(=O)OCC	2	1	0.99	0	1	-8	1	-4	0.9	1
O=C(Nc1c(-c2cccs2)nc2ccccn12)c1ccc2ccccc2c1	-2	1	0.71	2	1.3	5	0.9	6	0.9	0.9
Cc1cc(/C=C2\SC(=Nc3ccc(F)cc3)NC2=O)c(C)n1-c1ccc(S(N)(=O)=O)cc1	-41	1	0.94	-4	1.2	-11	1	4	0.9	1
Cc1noc(C)c1C(=O)NC(C)C1CCCO1 (stereo not drawn)	14	1	1.2	-2	0.9	-8	0.9	-2	0.9	1
O=[N+]([O-])c1ccc2nc(-c3ccc(Cl)cc3)[nH]c2c1	156*	0.7	1.1	27	0.9	30	0.9	-2	1.1	1
C=CCNC(=O)COc1ccc(S(=O)(=O)N2CCCC2)cc1	8	1	0.92	-2	1	-3	1	-1	1	1
COc1ccc(/C=C(\C#N)C(=O)NCC2CCCO2)cc1OC (stereo not drawn)	-8	1	1	1	1	-7	1	-5	0.9	1.1
O=C(CSc1nc(-c2cccs2)cc(C(F)(F)F)n1)Nc1cc(OCC(F)(F)C(F)F)cc([N+](=O)[O-])c1	-7	1	1.2	-3	1.2	-9	1	-4	0.9	1
COc1ccc(N2CCN(C(c3ccc4ncccc4c3)c3nnnn3C(C)(C)C)CC2)cc1 (stereo not drawn)	-21	1	1.1	1	1.1	-4	1	0	1	1
CCN(CC)C(=O)C1CCCN(c2ccc([N+](=O)[O-])cc2/C=N/NC(=O)c2ccc([N+](=O)[O-])cc2)C1 (stereo not drawn)	6	1.1	0.58	-6	0.9	-3	1	-2	1	1
S=C(NCC(c1cccnc1)N1CCOCC1)NC1CCCCC1 (stereo not drawn)	-8	1.1	0.87	-6	1	-9	1.1	-3	1.1	1
CCCc1cc(=O)[nH]c(SCC(=O)N2CCN(S(=O)(=O)c3ccc(C)cc3)C2)n1	3	1.1	1.3	-7	1	-18	1	-2	1.1	1
Cc1cccc(NC(=O)Cn2cnc3sc(C)c(S(=O)(=O)N4CCC(C)CC4)c3c2=O)n1	-3	1	0.95	-2	1	-7	0.8	-4	0.9	1
COc1cc(S(=O)(=O)N2CCCCC2)ccc1NC(=O)c1ccc(F)cc1	2	1	0.95	-2	1	-8	1.1	-9	1	1.1
COc1ccc(/C=C(/CC(=O)Nc2ccc(C)cc2)c2nc3ccccc3s2)cc1	-2	1.1	1.1	-8	1	-6	0.9	0	0.8	1
CCCc1sc(N)nc1-c1ccc(Cl)cc1	0	1	0.9	-5	1	0	0.9	-1	0.8	1
CCCS(=O)(=O)Nc1ccc2cn[nH]c2c1	-10	1.1	1.1	-7	0.9	-10	0.9	-5	1	1
COc1ccc(C2CC(c3cccs3)=NN2C(=S)Nc2ccccc2)cc1OC (stereo not drawn)	7	1	0.94	-3	0.9	-3	0.9	0	0.9	1
CCOC(=O)c1nnc(-c2ccc(C)cc2)nc1Sc1cccc(Cl)c1	nt	1	1.3	-1	0.9	-4	1	0	1	1
CCCC(c1nnnn1C(C)(C)CC)N1CCN(C2CCCC2)CC1 (stereo not drawn)	-10	1	1.1	-4	1	-14	1	-9	1.1	1.1
Cc1cc(C(=O)N/N=C/c2c(C)n(C)c3ccccc23)n[nH]1	4	1	1.1	-2	1	-20	1	-3	1	1
CC(=O)Nc1ccc(Nc2ccc3c4c(cc(=O)n3C)-c3ccccc3C(=O)c24)cc1	-4	1	0.99	5	1	1	0.9	6	1	0.9
C/C(=N\NC(=S)NC(C)C)c1ccc(-n2ccnc2)cc1	-2	1.1	0.98	-6	0.8	-3	1	-2	1	1

3 of the compounds above, with bars between the fields:
smiles | APP 5'UTR act | FLuc act counter | NF-kB neuron act | FLuc inh counter | bIAP act | TNAP inh no acc | PMI act hi M6P | TNAP inh hi DEA | PMI act | TNAP act hi DEA
Cc1cc(C(=O)N/N=C/c2c(C)n(C)c3ccccc23)n[nH]1 | 4 | 1 | 1.1 | -2 | 1 | -20 | 1 | -3 | 1 | 1
CC(=O)Nc1ccc(Nc2ccc3c4c(cc(=O)n3C)-c3ccccc3C(=O)c24)cc1 | -4 | 1 | 0.99 | 5 | 1 | 1 | 0.9 | 6 | 1 | 0.9
C/C(=N\NC(=S)NC(C)C)c1ccc(-n2ccnc2)cc1 | -2 | 1.1 | 0.98 | -6 | 0.8 | -3 | 1 | -2 | 1 | 1

Further entries follow.
SMILES	APP 5'UTR act	FLuc act counter	NF-kB neuron act	FLuc inh counter	bIAP act	TNAP inh no acc	PMI act hi M6P	TNAP inh hi DEA	PMI act	TNAP act hi DEA
COc1ccc(CNC(=S)Nc2cc(OC)ccc2OC)cc1	8	1.1	1.1	-5	1	-5	0.9	-7	0.9	1.1
C=CCn1c(=O)c2ccccc2n2c(SCc3nnc(-c4ccccc4Br)o3)nnc12	2	1	0.99	1	1.2	-2	1.1	-5	1.1	1.1
CCCc1cc(C(=O)Nc2ccc(C)cc2)no1	21	0.7	2.1	27	0.8	-11	1	0	1	1
CCOC(=O)C1C(=O)OC2(CCCC2)C1C(=O)OCC (stereo not drawn)	9	1.1	1.1	-14	0.8	-2	1	-5	1	1.1
COc1cccc(CC(NC(C)=O)C(=O)NC2CCN(c3c(Cc4ccccc4)c(C)nc4ncnn34)CC2)c1OC (stereo not drawn)	7	1.1	0.91	-8	0.9	9	1	-1	1	1
Cn1cccc1C(=O)OCc1csc(-c2ccccc2)n1	150*	0.4	5.8*	61*	0.9	-5	1.1	-1	1.1	1
COc1ccc(S(=O)(=O)N(CC(=O)N2CCN(c3ccccc3OC)CC2)c2ccccc2)cc1	93	1	0.58	-4	1.2	2	0.9	-2	0.9	1
CC(=O)C1=C(C)Nc2ncnn2C1c1ccc(Cl)cc1Cl (stereo not drawn)	13	1	1	2	1	-2	1	-7	1.1	1.1
Cc1nn(-c2ccccc2[N+](=O)[O-])c(=O)c2ccccc12	10	1	1.2	-3	0.9	-12	0.9	-10	0.9	1.1
C#CCOCCOCCOCCNc1nc(N2CCN(C(=O)[C@H]([C@@H](C)CC)n3cc([C@@H](N)CC(C)C)nn3)CC2)nc(N2CCN(C(=O)[C@H](CCCCN)n3cc([C@@H](N)CC(C)C)nn3)CC2)n1	2	1	1.3	-5	1.3	-13	1.3	-8	1.2	1.1
CN1CCN(C(=S)Nc2ccc(Cl)c(Cl)c2)CC1	-21	1.1	1.1	-6	1	-5	1.1	-2	1	1
Cc1cc(NC(=O)C23CCC(C)(C(=O)O2)C3(C)C)no1 (stereo not drawn)	-11	1.1	1.1	-8	0.9	-11	0.9	-6	0.9	1.1

APP 5'UTR act: entries above that show a hit
| Molecule | APP 5'UTR act | NF-kB neuron act | bIAP act | TNAP inh no acc | PMI act hi M6P | TNAP inh hi DEA | PMI act | TNAP act hi DEA |
| --- | --- | --- | --- | --- | --- | --- | --- | --- |
| O=[N+]([O-])c1ccc2nc(-c3ccc(Cl)cc3)[nH]c2c1 | 156* | 1.1 | 0.9 | 30 | 0.9 | -2 | 1.1 | 1 |
| Cn1cccc1C(=O)OCc1csc(-c2ccccc2)n1 | 150* | 5.8* | 0.9 | -5 | 1.1 | -1 | 1.1 | 1 |

Next results:
SMILES	APP 5'UTR act	FLuc act counter	NF-kB neuron act	FLuc inh counter	bIAP act	TNAP inh no acc	PMI act hi M6P	TNAP inh hi DEA	PMI act	TNAP act hi DEA
O=C(CSc1nc2ccccc2s1)Nc1ncccn1	-12	0.9	1.2	7	0.9	-5	1	-2	1	1
CC[n+]1ccc(/C=C/c2ccc(N(C)C)cc2)c2ccccc21	-10	0.6	0.93	39	0.4	52*	1	54*	1	0.5
CCOC(=O)c1nn(-c2ccc(C)cc2)c(=O)c2c(N)scc12	11	1.1	1.4	-7	0.9	-9	0.4	1	0.6	1
Cc1ccc(OCCCCN(C)Cc2ccccc2)c(Br)c1	-4	1	1.1	-5	1.5	-12	1	-6	1.1	1.1
CN(C)CCCN1C(=O)C(=O)/C(=C(/O)c2ccc3c(c2)OCCO3)C1c1ccco1 (stereo not drawn)	nt	1	nt	-5	1	-18	1	-10	1	1.1
CC(C)N(Cc1cn(C)nc1-c1cccc(Cl)c1)Cc1nccn1C	5	1	1.1	-4	1	3	1	-1	0.9	1
CS(=O)(=O)NCCNc1cc(Cl)ccc1[N+](=O)[O-]	7	1	0.96	0	0.9	4	1	10	0.9	0.9
COc1ccc(C)cc1S(=O)(=O)NC1CCCC1	20	1	1.2	-4	1	-9	0.9	-1	0.9	1
O=C(COC(=O)C1CCN(S(=O)(=O)c2ccccc2)CC1)NC(=O)c1ccc(OC(F)F)cc1	-18	1.1	1.2	-5	1	-13	1	-2	0.9	1
CCn1c(COc2ccccc2)nnc1SCC(=O)Nc1cc(OC)ccc1OC	5	1.1	1.1	-6	1.1	-7	1	-2	1.1	1
Cn1ncc2c(Nc3ccc4ccccc4c3)ncnc21	81	0.9	2.5	5	1	-12	1	-4	0.9	1
O=C(N/N=C1\CCCc2ccccc21)c1cccc([N+](=O)[O-])c1	1	1.1	1.2	-6	1	1	1.1	-5	1	1.1
CC1Cc2ccccc2N1c1nc(C2CC2)nc2c1nnn2Cc1ccccc1 (stereo not drawn)	1	1.1	0.96	-8	1	-1	0.9	-2	0.8	1
Fc1ccccc1CNCCC(Cc1ccccc1)c1ccc2c(c1)OCO2 (stereo not drawn)	-1	1.1	0.98	-8	1	-10	1	-9	1	1.1
COc1ccccc1CN(CC(=O)NCc1ccc2c(c1)OCO2)C(=O)c1ccc2c(c1)OCCO2	1	1	0.8	-4	0.9	-34	0.8	-5	0.8	1.1
Cc1ccc(CN2CCN(Cc3cccc(C)n3)CC2CCO)cc1 (stereo not drawn)	-5	1.1	0.93	-9	1.2	-10	nt	-2	nt	1
S=C(Nc1ccc(Cl)c(Cl)c1)NN1CCOCC1	-10	1.1	1.1	-6	0.8	-4	1.1	-1	1	1
Cc1nc(N)nc(Cl)c1Cc1ccc(Cl)cc1	0	1	1.2	-4	1.1	0	1	-2	1.1	1
O=C(Cn1cc(C(F)(F)F)ccc1=O)Nc1ccc(N2CCOCC2)cc1	-9	1	1.1	0	1	6	1.1	-2	1.1	1
O=C(Nc1ccc(C(=O)N2CCOCC2)cc1)Nc1ccc(Cl)cc1Cl	14	1	0.82	1	1	-7	0.9	-1	0.8	1
COc1ccccc1NC(=O)C(=O)NNC(=O)c1ccco1	4	1.1	1.3	-7	1.4	-168	0.9	-9	0.9	1.1
Cc1cc(C(=O)COC(=O)CNC(=O)c2ccc(Cl)c(Cl)c2)c(C)n1Cc1ccco1	5	1	0.88	0	1	1	0.9	3	0.8	1
Cc1cccc(N2C(=O)CC(NNc3nc4ccccc4s3)C2=O)c1 (stereo not drawn)	-11	1	1.1	-1	1.1	-6	1	1	0.9	1
CCCCCCSC1=C(C#N)C(c2ccc(O)cc2)CC(=O)N1 (stereo not drawn)	12	1.1	0.89	-6	0.6	-8	0.9	-1	0.8	1
Cc1ccc(S(=O)(=O)N2CCC(C(=O)N[C@@H](Cc3ccccc3)C(=O)O)CC2)cc1	16	1	1	-3	1	-7	1	1	0.9	1
